DAX1 inh-1 – blocks DAX1 repression of SF-1 activated StAR promoter. HEK293T StAR-luciferase reporter, SF-1/DAX-1 repression relief. inhibition, % at 6.8 µM. 1.1% of 370,000 active. AID 652010;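 active means inhibition above the mean over all tested compounds plus 3 SD, cut at about 3.6% in these data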;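 further: 0% = DAX-1 cells with DMSO and 100% = cells lacking DAX-1 with DMSO; higher inhibition means more luminescence from relief of DAX-1 repression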
hgDAF12 agonist – agonists of H. glycines DAF-12 nuclear receptor. HEK293 GAL4-hgDAF12 UAS-luciferase reporter, agonist luminescence; normalized to butyrate control. activation, % at 6.8 µM. 1.8% of 370,000 active;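 active means activation above a cutoff set at the mean of all screened compounds plus 3 SD, cut at about 10% in these data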;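 further: 0% = DMSO wells and 100% = sodium butyrate wells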
GC-B act – GC-B (human) receptor activation; P20594; HEK293-GC-B cells, CNP EC30, cGMP TR-FRET; 0% at EC30 CNP, 100% saturating CNP; activation, % at 10 µM; 0.11% of 370,000 active; AID 1920062;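 active means activation at 10 µM reaching about 35% in either raw or pattern-adjusted values, limit read from the data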
Target sequence (P20594 whole entry, looked up): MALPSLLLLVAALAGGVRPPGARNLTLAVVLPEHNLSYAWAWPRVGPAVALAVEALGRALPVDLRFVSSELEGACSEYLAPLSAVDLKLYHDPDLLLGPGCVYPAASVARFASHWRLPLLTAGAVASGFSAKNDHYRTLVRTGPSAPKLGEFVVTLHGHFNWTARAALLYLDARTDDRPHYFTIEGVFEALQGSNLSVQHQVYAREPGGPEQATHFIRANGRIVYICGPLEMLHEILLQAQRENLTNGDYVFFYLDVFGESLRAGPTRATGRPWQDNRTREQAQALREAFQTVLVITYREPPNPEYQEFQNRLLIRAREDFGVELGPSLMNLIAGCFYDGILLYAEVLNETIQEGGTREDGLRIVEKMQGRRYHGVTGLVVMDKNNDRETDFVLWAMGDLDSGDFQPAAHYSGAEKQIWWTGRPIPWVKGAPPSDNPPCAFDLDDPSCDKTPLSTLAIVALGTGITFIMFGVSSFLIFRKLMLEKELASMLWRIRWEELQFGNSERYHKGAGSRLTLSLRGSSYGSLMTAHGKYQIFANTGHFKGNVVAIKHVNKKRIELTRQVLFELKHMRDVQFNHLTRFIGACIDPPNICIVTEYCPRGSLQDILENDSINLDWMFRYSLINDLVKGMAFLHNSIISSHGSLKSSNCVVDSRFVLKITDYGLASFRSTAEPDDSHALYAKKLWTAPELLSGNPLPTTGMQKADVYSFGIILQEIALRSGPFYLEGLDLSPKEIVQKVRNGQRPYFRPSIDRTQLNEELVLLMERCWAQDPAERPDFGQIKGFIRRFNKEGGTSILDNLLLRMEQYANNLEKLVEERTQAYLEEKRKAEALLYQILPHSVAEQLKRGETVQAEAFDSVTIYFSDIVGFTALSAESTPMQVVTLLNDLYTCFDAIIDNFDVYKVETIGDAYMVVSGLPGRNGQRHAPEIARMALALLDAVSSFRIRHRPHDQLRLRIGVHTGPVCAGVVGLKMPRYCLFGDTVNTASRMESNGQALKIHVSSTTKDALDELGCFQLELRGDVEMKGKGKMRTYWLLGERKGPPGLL
hcDAF12 agonist – H. contortus DAF-12 activation, primary screen; HEK293 hcDAF-12 lit1-tk-luc reporter, luminescence; 0% DMSO, 100% Δ7-dafachronic acid; activation, % at 6.8 µM; 1.4% of 370,000 active;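 active means activation above the mean of all tested compounds plus 3 SD, cut at about 5.5% in these data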;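 further: 100% = response to 3 µM Δ7-dafachronic acid high control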
sPLA2-III inh – Blocks human group III sPLA2 activity; inhibition, % at 12.2 µM; 0.56% of 370,000 active; QFRET BODIPY PC-A2 liposome hydrolysis, fluorescence;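 active means inhibition above mean plus 3 SD of compounds lying within the high and low control bounds, cut at about 19% in these data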;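 further: 0% = median of test compound wells and 100% = no enzyme DMSO wells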
GC-A act – GC-A (human) enzyme activation; 0.14% of 370,000 active; activation, % at 10 µM; P16066; HEK293 GC-A cells, cGMP TR-FRET, EC30 ANP; 0% at EC30 ANP, 100% saturating ANP; in the data active means activation above about 40%
DAX1 inh-2 – NR0B1 (DAX1) inhibition | 0.99% of 340,000 active | inhibition, % at 6.75 µM | P51843 | HEK293 Gal4-DAX1 luciferase reporter, luminescence | AID 504766;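 active means inhibition above the mean over all tested compounds plus 3 SD, cut at about 4.2% in these data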;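 further: 0% = DAX1-transfected cells with DMSO and 100% = empty-vector control cells with DMSO; inhibition shows as a rise in luminescence from relieved DAX1 repression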
GAA850 FXN act – activators of GAA850 frataxin (FXN) promoter | HEK293 lucGAA850 FXN promoter luciferase reporter, 24 h; percent of 10 µM SAHA response | activation, % at 6 µM | 0.56% of 360,000 active;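 active means activation above the average of all compounds screened plus 3 SD, cutoff fixed separately per campaign, cut at about 7.5% in these data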;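 further: 0% = DMSO wells and 100% = 10 µM SAHA wells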
ADAM10 inh – ADAM10 inhibition, QFRET primary screen; AID 720582; recombinant ADAM10, EDANS/DABCYL FRET peptide cleavage, 3 h; O14672; 0.62% of 370,000 active; inhibition, % at 7 µM;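 active means inhibition above a per-campaign cutoff equal to the mean of compounds falling between control-based bounds plus 3 SD, cut at about 20% in these data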;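 further: 0% = DMSO wells while the 100% control is not disclosed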
SMARCA2 activ – increases SMARCA2 function in MMTV reporter cells. MG213 cells, MMTV-luciferase reporter, dexamethasone, overnight. activation, % at 9.1 µM. 1% of 370,000 active; in the data active means activation above about 7.8%;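 further: 0% = vehicle wells and 100% = reference activator wells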
ssDAF-12 act – S. stercoralis DAF-12 activation, primary screen | HEK293 ssDAF-12/GRIP1 lit1-tk-luc reporter, luminescence; % of 3 µM dafachronic acid response | activation, % at 6.8 µM | 1% of 370,000 active;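 active means activation above the mean over all tested compounds plus 3 SD, cut at about 0.9% in these data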;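 further: 0% = DMSO-only wells and 100% = 3 µM delta7-dafachronic acid wells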
Numbers without * were called inactive; i = inactive; . = not tested or not shown.

The line under a structure holds: sPLA2-III inh, GAA850 FXN act, DAX1 inh-1, SMARCA2 activ, hcDAF12 agonist, ADAM10 inh, DAX1 inh-2, ssDAF-12 act, GC-A act, hgDAF12 agonist, GC-B act
O=C(CCCc1ccccc1)NCc1ccccc1Cl
→ 0.0, 0.6, 0.4, -0.2, 1.2, -2.1, 1.4, -1.1, 0.7, 0.8, -2.1
CCN(CC)S(=O)(=O)c1cc(C(=O)O)ccc1OC
→ 9.7, 3.0, -0.6, -4.3, 0.6, -3.4, 1.0, -1.6, 0.2, -1.6, 4.1
CC(C)(C)c1ccc(-c2noc(CCC(=O)NCc3ccco3)n2)cc1
→ -22.2, -13.5, -1.0, -7.4, -3.4, 8.1, -1.9, -2.8, -3.5, -10.6, -4.1
O=C(O)CN1C(=O)/C(=C\c2cc(Br)ccc2OCc2ccc([N+](=O)[O-])cc2)SC1=S
→ -8.7, 1.7, -0.1, 0.9, -1.0, 3.5, -0.2, -0.6, 0.0, 1.2, -1.4
O=C(CCC(=O)c1cccs1)NC(c1ccccc1)c1ccccc1
→ 0.2, -0.3, -0.5, 9.0*, -0.9, 11.0, -0.5, -1.3, -7.8, -3.5, -7.5
CCN(C[C@H]1N[C@@](C)(C(=O)OC)[C@H]2C(=O)N(C)C(=O)[C@@H]12)C(=O)Nc1ccc(OC)cc1
→ 0.0, -1.8, 0.4, -0.2, 0.2, -3.4, -0.8, -0.9, 3.7, 4.6, 1.0
CC(=O)Nc1ccc(SCC(=O)Nc2ccccc2-c2ccccc2)cc1
→ -8.2, -6.5, -0.4, -1.9, 1.5, 2.3, -0.6, -0.4, -6.1, -0.7, -2.6
O=[N+]([O-])c1cc2ccccc2nc1-c1ccccc1
→ 2.4, 2.2, -2.7, -2.2, 1.9, 2.9, 0.3, -1.2, -2.7, 5.0, -4.4
Cc1c(C(=O)N(C)c2cccc(Cl)c2)cnn1-c1ccccc1
→ -1.9, 1.3, 0.1, 4.8, -0.3, 9.9, 2.3, -0.8, -12.7, 3.0, -3.0
O=C(NN1C(=O)C2C3C=CC(C4CC34)C2C1=O)c1ccc(Cl)cc1Cl (configuration not stated)
→ -0.1, 3.0, -0.6, 1.3, -0.4, -3.1, -0.1, -1.4, 0.5, 2.6, 2.2
N#Cc1cc2c(nc1SCc1ccc(Cl)cc1)CCCC2
→ 5.3, 5.9, -0.2, 5.1, 1.0, 0.3, -0.9, -1.3, -0.6, 1.0, 3.1
c1ccc(-c2nnc(C(c3ccccc3)c3ccccc3)o2)cc1
→ -6.3, 0.2, -0.5, -5.0, -1.5, -3.3, 0.7, -0.7, -2.7, 0.3, -9.3
C=CC(O)Cc1c(C)n[nH]c1C (configuration not stated)
→ 0.9, 3.2, 0.2, -1.8, -1.3, -9.3, 0.7, -1.8, 3.9, 0.1, 5.6
O=C(CSc1ccccc1)NCCCN1CCOCC1
→ 12.7, 2.2, 0.0, -1.9, -0.3, -6.4, 0.5, -1.1, 0.9, 2.5, 9.3
CCOC(=O)N1CCN(C(=S)NCCOC)CC1
→ 1.6, 0.3, -0.1, -3.7, -0.1, -6.0, 1.3, -1.4, 3.5, 1.4, -5.4
Oc1[nH]c2ccccc2c1C1=NCCCCC1
→ 7.6, 0.7, 0.5, -1.5, -0.1, -0.9, -0.5, -1.2, -2.1, -2.0, 0.7
Cc1ccc(C(C)C)c(OCC(=O)N2CCN(c3ncccn3)CC2)c1
→ -0.3, 1.5, -0.5, -1.7, -0.5, -19.7, 0.8, -0.5, -1.7, -2.4, 0.4
COCCn1c(=O)[nH]c2cc(C(=O)NCc3cccnc3)ccc2c1=O
→ 4.0, -2.2, -0.4, -1.7, -0.8, -122.1, 0.6, -0.8, 1.8, 1.7, -0.7
COc1cc(S(N)(=O)=O)c(OC)cc1N
→ 6.7, 3.0, -0.7, -2.4, 0.4, 5.5, -0.3, -1.0, 6.2, -0.2, 2.0
CCOc1ccccc1-c1cc(C(=O)N/N=C(\C)c2cccnc2)c2ccccc2n1
→ -12.2, 1.2, 1.2, -1.8, 1.5, 0.6, 0.6, -0.9, 3.7, -1.0, 2.7
Clc1cccc(Cl)c1OCCCCN1CCCCC1
→ 0.1, 0.7, 0.4, -0.7, -1.5, -2.7, 2.0, -0.5, -4.0, 3.0, 3.0
CCCCNC(=O)CSc1nc2cc3c(cc2c(=O)n1Cc1ccco1)OCO3
→ 1.1, -2.3, 0.1, -1.4, -0.5, -1.4, 0.5, -1.1, -6.0, -6.3, -7.6
CC(=O)N1CCN(C(=O)c2ccc(-c3cccc(C(F)(F)F)c3)o2)CC1
→ -3.3, -0.9, -1.4, 0.8, -1.4, -4.7, -1.6, -1.2, 2.2, 0.7, -3.9
Cn1ccsc1=NC(=O)c1ccc(S(C)(=O)=O)c([N+](=O)[O-])c1
→ 4.6, 10.3*, 0.7, -1.4, -0.7, -4.8, 0.8, -0.9, 6.5, 0.7, 5.8
NC(=O)c1ccc(C(F)(F)F)cn1
→ 3.8, -2.6, 0.0, 1.6, -1.7, 0.3, 1.0, -1.3, 1.8, -0.7, -0.5
CN1CCN(Cc2nc3c(c(=O)[nH]c(=O)n3C)n2CCc2ccccc2)CC1
→ -2.4, 0.5, -0.4, -0.7, 2.2, -6.2, 1.4, -1.3, -1.6, 0.5, 2.9
CC(C)CNC(=O)NC(=O)CSc1nc2ccccc2n1CC(C)C
→ -10.3, 1.8, -1.4, -1.9, -1.6, 0.1, 0.2, -1.6, 0.8, -3.5, 7.4
Cc1ccc(NC(=O)CSC(N)=O)cc1Cl
→ -5.4, 2.1, -0.1, 0.8, -1.7, 1.1, 0.4, -1.1, -2.7, 1.5, -0.2
CCCCNC(=O)c1ccccc1SCc1c(C)noc1C
→ 1.4, 2.8, -0.6, -0.6, -1.0, -0.4, 2.4, -1.1, -0.8, -0.3, 2.1
O=C(N/N=C/c1ccc(Br)cc1)c1cc[n+]([O-])cc1
→ -0.7, -0.8, 0.3, 0.3, -2.1, 1.8, 0.6, -1.4, 4.5, -1.0, 0.5
COc1ccccc1NC(=O)Nc1nnc([C@H]2C[C@H](O)[C@@H](CO)O2)s1
→ 5.5, 0.2, -0.1, -2.2, 1.4, -2.5, ., -1.0, -12.9, -0.5, -7.0
CCCCc1c(-c2ccc(OC)cc2)ncn1CCc1ccccc1OC
→ 3.4, ., -3.9, -8.4, -2.7, 6.8, ., -1.1, -3.1, -1.7, 1.4
Cn1c(CCNC(=O)c2ccccc2)nc2cc(NC(=O)c3ccco3)ccc21
→ 1.8, 3.7, 1.6, 6.6, 0.5, 6.8, 1.4, -1.7, -2.1, 1.2, 2.8
c1cc2c(cc1CN1CCOCC1)OCO2
→ 6.2, -0.8, 0.3, -1.9, -1.0, 15.2, 0.1, -0.3, 0.9, -1.0, 5.2
CC(=O)NS(=O)(=O)c1ccc2sc(C)nc2c1
→ 12.9, 0.4, 0.2, -1.9, 1.8, -6.0, -1.3, -1.0, 5.4, -0.8, 1.7
Cc1ccc(CSc2nnc(-c3ccccc3N)c(=O)[nH]2)cc1
→ -0.3, -1.0, 0.1, -1.3, -0.6, -0.4, 0.5, -1.4, -0.9, -1.6, 3.0
CCn1cc(S(=O)(=O)CC(=O)Nc2cc(C)on2)c2ccccc21
→ 1.7, -2.2, -0.1, -3.6, -1.2, -6.4, 0.9, -0.7, 6.9, -0.2, 4.6
O=c1[nH]nc(SCc2cc(Cl)ccc2Cl)c(=O)[nH]1
→ -1.5, -1.1, 0.3, -1.7, -1.6, 1.1, -1.7, -1.4, 4.2, 1.4, -8.7
CC(C)C1Nc2ccc(C(=O)N3CCN(c4ccccn4)CC3)cc2NC1=O (configuration not stated)
→ -5.2, -1.3, -0.9, 0.1, -1.3, -1.4, 0.2, -1.3, -1.4, -2.1, -5.3
CCOC(=O)[C@]12CCC=C1N(Cc1ccc3c(c1)OCO3)C(=O)[C@H](CC(=O)NCC1CCCCC1)C2
→ -4.3, ., 1.6, -0.4, 1.4, -4.4, ., -1.3, -0.7, 0.1, -1.3
CCOc1ccc(C(CCc2ccccc2)NC(=O)c2ccccc2)cc1OCC (configuration not stated)
→ 2.3, 1.7, 0.1, -1.5, -0.3, 6.6, 0.5, -1.3, 6.5, 0.5, -2.8
O=C(NCCNc1ccc(Cl)cc1[N+](=O)[O-])c1ccccc1F
→ 2.4, 4.2, 0.0, 1.4, 0.3, 2.9, 0.2, -0.9, -6.8, 1.8, -7.9
O=C(Cn1c(=O)oc2cc(S(=O)(=O)N3CCCC3)ccc21)NCc1ccccn1
→ -4.9, 2.4, 0.2, 0.7, 0.0, -2.2, -0.8, -1.6, 0.5, -0.2, 4.2
C/C(=N\NC(=O)Cc1ccc(Cl)cc1)c1cccc(NC(=O)c2cccnc2)c1
→ 1.4, 0.5, -2.6, -1.2, 0.1, 12.4, -0.6, -0.9, -1.2, 1.5, 2.5
Cc1ccc2cc(CCNC(=O)CC(C)(C)C)c(=O)[nH]c2c1C
→ 2.7, 0.6, 0.9, -2.2, 0.6, -15.8, 1.4, -1.1, 0.6, -1.7, 1.3
O=C(NC(=S)Nc1ccc(Br)cn1)c1cccnc1
→ 4.2, 4.0, 0.0, 8.3*, 4.9, -4.4, 1.2, -1.4, 1.5, 1.0, -8.9
COc1ccc(OC)c(-c2nnc(-c3ccc(C)o3)o2)c1
→ -8.1, 3.3, 0.6, -0.5, 2.4, i, 1.7, 0.3, 0.9, 1.5, -1.2
CC1CC(C)CN(c2nc(NCc3ccco3)nc(N)c2[N+](=O)[O-])C1 (configuration not stated)
→ -11.6, 3.4, 0.1, -3.1, -1.3, -0.4, -1.1, -1.3, -2.3, -4.0, -0.9
CCOCCCNC(=O)c1ccc(/C=C2\Oc3ccccc3N(C)C2=O)cc1
→ 11.5, -0.3, -0.2, -3.9, -1.0, -79.8, -0.5, -1.5, 5.1, -1.6, -5.1
Cn1cc(CC(=O)NCCCN2CCOCC2)c2ccccc21
→ -2.6, 1.1, -0.5, 1.2, -3.4, -4.5, -0.6, -0.4, -0.6, -1.9, -1.1
